RSV antiviral HEp-2: RSV antiviral activity via CPE protection, HEp-2 cells, primary 10 µM value included (AID 2391); HEp-2 cells, RSV-induced CPE inhibition; higher % means a stronger effect; CPE inhibition, % at 10 µM, or IC50 in µM where a hit was titrated; actives 0.13% (n = 310,000); in the data active = a potency from the dose series; also: strong numbers were not always called active
PhoP inhibition: inhibitors of PhoP regulon expression, primary screen, Salmonella Typhimurium, GFP reporter (AID 1863); actives 0.16% (n = 300,000); one-dose inhibition, % at 50 µM; IC50 in µM for titrated hits; S. Typhimurium PhoP-regulated promoter GFP reporter, 4 h; higher % means a stronger effect;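 active = inhibition over 29.93%, a cutoff 3 SD above the screen mean, later confirmed by dose response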;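 also: 0% = low Mg2+ inducing control and 100% = high Mg2+ repressing control; strong numbers were not always called active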
WT yeast gro inh: growth inhibition of WT strain, primary screen, mitochondrial fusion inhibitor project, WT and mutant strains, chemical genetic; actives 2.1% (n = 190,000); mitochondrial fusion phenotypic screen; inhibition, % at 10 µM; in the data active = inhibition above about 58%; tested in S. cerevisiae
PMI inhibition: human PMI inhibitors, high substrate, primary screen, biochemical, fluorescence intensity, high mannose 6-phosphate (AID 1220); inhibition, % at 20 µM; hits with a dose series show IC50 in µM; Mannose-6-phosphate isomerase (Homo sapiens); recombinant PMI enzyme, coupled fluorescence intensity; higher % means a stronger effect; actives 0.66% (n = 190,000)
TNAP activators: human TNAP enzyme activators, primary screen, biochemical, luminescent, no phosphate acceptor, uHTS (AID 1001). Alkaline phosphatase, tissue-nonspecific isozyme (Homo sapiens). purified TNAP, luminescent activation assay, no phosphate acceptor; higher activation fold means a stronger effect. actives 0.03% (n = 200,000). one-dose activation fold at 20 µM; EC50 in µM for titrated hits; in the data active = activation fold from about 3, or a potency from the dose series; inactive = the rest, 99 in 100 with activation fold below about 1.6; also: many of its hits are not listed in these tables
PMI inhibitors: inhibitors of human PMI, primary screen, biochemical, fluorescence intensity, coupled assay (AID 1209). Mannose-6-phosphate isomerase (Homo sapiens). purified PMI enzyme, coupled fluorescence intensity; higher % means a stronger effect. one-dose inhibition, % at 20 µM; IC50 in µM for titrated hits. actives 0.42% (n = 190,000);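 also: plate controls were DMSO vehicle for no effect and wells lacking substrate for full effect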
XIAP displacement: XIAP antagonists, biochemical, IAP family, fluorescence polarization (AID 1018). actives 0.007% (n = 200,000). XIAP BIR domain, fluorescence polarization peptide displacement; higher % means a stronger effect. displacement, % at 20 µM, or IC50 in µM where a hit was titrated. E3 ubiquitin-protein ligase XIAP (Homo sapiens); in the data active = displacement above about 50%; also: a part of the inactive calls stands beside numbers as strong as those of hits
Myeloid diff 2: induction of myeloid progenitor differentiation, primary screen, cell-based, flow cytometry, MLPCN library; ER-HoxA9 myeloid progenitors, lysozyme-GFP differentiation; calls only at 10 µM; actives 1% (n = 360,000); AID 624256, 2012;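 active = normalized GFP-positive differentiation at or above the plate's own cutoff, the solvent-only control mean plus 3 SD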;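 also: cells exposed to compound for four days before flow analysis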
SIAH1 antagonists: Siah-1 peptide-binding antagonists, primary screen, biochemical, fluorescence polarization, rhodamine-plectin, uHTS (AID 1817) | E3 ubiquitin-protein ligase SIAH1 (Homo sapiens) | Siah-1 / rhodamine-plectin peptide fluorescence polarization; higher % means a stronger effect | displacement, % at 20 µM, or IC50 in µM where a hit was titrated | actives 0.02% (n = 290,000);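 active = displacement of at least 50% at 20 µM, with a fluorescence ratio check between 0.3 and a set limit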;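 also: plate controls were Siah plus tracer with DMSO for no effect and tracer alone without Siah for full effect; strong numbers were not always called active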
WT yeast gro inh mutant strain: second read-out of WT yeast gro inh, no call of its own (marks repeat the call); inhibition, %; mitochondrial fusion phenotypic screen, mutant strain inhibition
Myeloid diff 2 GFP+ MAC1+ %: second read-out of Myeloid diff 2, no call of its own (marks repeat the call); GFP+ MAC1+ double positive, %; measured here: differentiation confirmed by MAC1 staining
* hit, by the source's call; i = inactive; x = not tested or not shown. Rule as the data show it, unless noted: active = inhibition above about 50%; inactive = the rest. Compounds were not picked by outcome, and some 3.1% of all compounds hit somewhere here.

SMILES | RSV antiviral HEp-2 | PhoP inhibition | WT yeast gro inh | WT yeast gro inh mutant strain | PMI inhibition | TNAP activators | PMI inhibitors | XIAP displacement | Myeloid diff 2 | Myeloid diff 2 GFP+ MAC1+ % | SIAH1 antagonists
CCCC(=O)n1nc(-c2cccnc2)nc1NCc1cccs1 | x | -5.5% | 5.9 | 8.4 | 2.7% | 0.5 | 8.2% | -4.3% | i | 0.7 | 9.7%
O=C(Nc1ccc(Cl)cc1)Nc1ccc2c(c1)OCO2 | 2.5% | 0.4% | x | x | x | x | x | x | i | 0.4 | 3.5%
CCOc1ccc(CCNC(=O)CCS(=O)(=O)c2ccc(Br)cc2)cc1OCC | 0.7% | -3.8% | x | x | x | x | x | x | i | 0.2 | 3.9%
O=CNn1cnc2c(oc3nc(-c4ccccc4)cc(-c4ccco4)c32)c1=O | 43.8% | -3.5% | -25.4 | -20.7 | -2.6% | 1.2 | -15.9% | -5.9% | i | 0.7 | 10.7%
Cc1ccc(-c2cn(S(=O)(=O)c3cccc([N+](=O)[O-])c3)nc2N)cc1 | 1.6% | -1.1% | -6.9 | 2.2 | 13.5% | 1 | 11.3% | -9.4% | i | 0.4 | 1.2%
C/C=C/c1ccc(OCCCCN(C)Cc2ccccc2)c(OC)c1 | -1.1% | 1.3% | x | x | x | x | x | x | i | 0.5 | -1.0%
CC(OCCN(C)C)C(=O)C12CC3CC(CC(C3)C1)C2 (stereo not given) | 0.4% | -8.1% | x | x | x | x | x | x | i | 0.3 | 0.9%
O=C(Nc1c2ccccc2nc2ccccc12)C(Cl)(Cl)Cl | 0.5% | 20.1% | 33.3 | 62.0 | -54.4% | 1.1 | -24.9% | 4.3% | i | 1.8 | 4.2%
Cc1ccccc1NS(=O)(=O)c1ccc(C(=O)N2CCN(c3ccccn3)CC2)cc1 | 12.1% | -5.0% | 3.6 | 6.2 | 5.2% | 1 | 6.0% | -4.6% | i | 0.5 | 7.9%
CCC(=O)NNC(=O)CCC(=O)Nc1cccc(Cl)c1C | -0.9% | -5.6% | -1.4 | 1.6 | -1.4% | 1 | -3.8% | 0.8% | i | 0.1 | 0.9%
CCc1ccc2c(c1)C(c1ccc([N+](=O)[O-])cc1)=NNC(c1ccc(F)cc1)=N2 | 1.9% | -3.5% | 7.3 | 12.7 | 12.1% | 1.1 | 5.1% | -4.8% | i | 2.3 | -4.4%
CN(C)CCN1C(=O)C(=O)/C(=C(/O)c2ccc(S(=O)(=O)N3CCOCC3)cc2)C1c1ccc(F)cc1 (stereo not given) | 1.2% | 5.0% | x | x | x | x | x | x | i | 1.8 | 3.9%
CN(C)S(=O)(=O)c1ccc2[nH]cc(/C=C/c3nc4ccccc4c(=O)n3-c3ccccc3)c2c1 | -1.5% | -5.5% | 27.4 | -2.6 | 10.9% | 1 | 12.5% | -9.5% | i | 4.0 | -2.6%
CCN(CC)C(=O)c1c(-c2ccccc2)oc2ccc(OC)cc12 | 1.3% | 0.4% | 33.4 | 1.6 | 0.4% | 1.1 | -2.3% | -3.1% | i | 0.8 | -7.1%
Cn1c(COc2ccc([N+](=O)[O-])cc2)nnc1SCC(=O)NCC1CCCO1 (stereo not given) | -0.7% | -0.3% | x | x | x | x | x | x | i | 0.5 | 6.4%
Cc1nc(/C(N)=N/OC(=O)c2cccc(Cl)c2)c(C(F)(F)F)o1 | 2.7% | -10.6% | x | x | x | x | x | x | i | 0.4 | 3.0%
COc1cc(/C=C2\SC(=O)NC2=O)ccc1Oc1cnccn1 | 1.4% | -4.4% | -9.1 | -2.3 | -0.2% | 1.1 | 0.2% | -4.3% | i | 0.2 | 2.2%
NS(=O)(=O)c1cc(C(=O)Nc2ccc3c(c2)CCC3)ccc1Cl | 49.1% | 3.6% | x | x | x | x | x | x | i | 1.1 | 1.1%
COC(=O)c1ccc(-n2c(C)cc(C(=O)CSc3ccc(NC(C)=O)cc3)c2C)cc1 | 22.1% | -7.7% | 34.2 | 14.5 | 11.6% | 1.1 | 8.7% | -6.1% | i | 0.6 | 1.5%
CN(C(=O)c1ccc2c(c1)CCN2S(C)(=O)=O)c1ccccc1 | 0.1% | -10.9% | -5.5 | 3.2 | -1.4% | 1 | 8.4% | -4.5% | i | 0.4 | 10.0%
CCCS(=O)(=O)N1CCCC(C(=O)N2CCN(c3ccccn3)CC2)C1 (stereo not given) | 2.9% | 6.7% | 6.2 | 25.9 | 7.4% | 1.1 | 8.0% | -2.8% | i | 0.7 | 3.9%
CC(=O)Nc1cc(C(=O)N2CCc3ccccc3C2)ccc1Sc1ccc(F)cc1 | 2.3% | 4.1% | 13.4 | 4.4 | 8.4% | 1.1 | 5.9% | -6.1% | i | 0.9 | 11.9%
Cc1cc(NC(=O)CCC2CCCCC2)no1 | 0.0% | 0.3% | -7.8 | -6.5 | -12.1% | 1.1 | -10.6% | -2.1% | i | 0.8 | 16.1%
NC(=O)c1cc([N+](=O)[O-])ccc1NCCc1ccccc1 | 4.1% | -2.3% | x | x | x | x | x | x | i | 0.4 | 2.6%
c1cnc2c(Oc3ncnc4sccc34)cccc2c1 | -0.5% | -7.6% | 6.7 | 13.9 | 4.9% | 1 | 7.7% | -2.2% | i | 0.7 | -1.7%
CC(=O)c1cccc(NC(=O)c2sc3nc4n(c(=O)c3c2C)CCCCC4)c1 | 5.3% | 11.4% | x | x | x | x | x | x | i | 0.4 | 0.7%
COc1ccc(C(=O)C2CN(c3ccccc3)CC2c2ccc(Cl)cc2)cc1 (stereo not given) | 3.2% | 3.6% | -3.5 | -5.8 | 7.6% | 0.9 | -0.2% | -4.6% | i | 0.6 | -0.5%
FC(F)(F)c1cccc(Cn2c3[n+](c4ccc(C(F)(F)F)cc42)CCCCC3)c1 | -1.3% | -9.1% | 17.0 | -4.4 | -7.9% | 1.1 | 1.3% | -5.1% | i | 0.5 | 5.0%
COCCN1CN(S(=O)(=O)c2ccccc2)c2nc3ccccc3nc21 | 1.8% | -11.7% | 4.7 | -14.9 | -54.6% | 1.1 | -23.5% | 1.9% | i | 0.8 | -0.7%
CCn1c(=O)cc(OCC(=O)Nc2ccccc2N2CCN(C)CC2)c2ccccc21 | -0.3% | 10.4% | -12.3 | 0.1 | 0.1% | 1.1 | 5.5% | -6.4% | i | 2.5 | -0.6%
Cc1ccc(/C=C/C(=O)NCCCN2CCN(CCCNC(=O)/C=C/c3ccc(C)o3)CC2)o1 | 1.3% | 3.7% | 12.2 | 10.0 | 2.9% | 1.1 | 4.1% | -3.9% | i | 0.6 | 3.6%
O=C(Nc1cc(Sc2nc3ccccc3s2)cc([N+](=O)[O-])c1)c1ccccc1F | 9.9% | 2.4% | 15.8 | -0.6 | 10.8% | 1.1 | 5.7% | -0.6% | i | 0.6 | 3.3%
O=C(Cc1ccc(Cl)cc1)Nc1ccccc1N1CCN(C(=O)c2ccccc2)CC1 | 9.3% | 0.2% | x | x | x | x | x | x | i | 1.5 | -0.8%
CCC(C)(C)NC(=O)C(c1cccnc1)N(C(=O)c1csnn1)c1ccccc1 (stereo not given) | 2.7% | 14.2% | -0.9 | -15.0 | 7.0% | 1 | 2.6% | -12.8% | i | 0.4 | 0.0%
CCOc1ccc2[nH]c(=O)c(C(c3nnnn3C3CCCCC3)N3CCN(C)CC3)cc2c1 (stereo not given) | -1.5% | 15.2% | 20.4 | -5.2 | 3.9% | 1.1 | 5.5% | -4.2% | i | 1.5 | -1.2%
COc1ccc2c(-c3ccccc3)cc(SCC(=O)NC(N)=O)nc2c1 | 3.0% | -6.0% | 1.4 | -5.3 | 4.8% | 1 | 3.6% | -7.2% | i | 0.1 | -2.2%

Single records, as listed above. Values in the order: RSV antiviral HEp-2	PhoP inhibition	WT yeast gro inh	WT yeast gro inh mutant strain	PMI inhibition	TNAP activators	PMI inhibitors	XIAP displacement	Myeloid diff 2	Myeloid diff 2 GFP+ MAC1+ %	SIAH1 antagonists
Profile of `CCC(C)(C)NC(=O)C(c1cccnc1)N(C(=O)c1csnn1)c1ccccc1` (stereo not given) → 2.7%	14.2%	-0.9	-15.0	7.0%	1	2.6%	-12.8%	i	0.4	0.0%
Profile of `COc1ccc(C(=O)C2CN(c3ccccc3)CC2c2ccc(Cl)cc2)cc1` (stereo not given) → 3.2%	3.6%	-3.5	-5.8	7.6%	0.9	-0.2%	-4.6%	i	0.6	-0.5%

Going on with the list:
SMILES | RSV antiviral HEp-2 | PhoP inhibition | WT yeast gro inh | WT yeast gro inh mutant strain | PMI inhibition | TNAP activators | PMI inhibitors | XIAP displacement | Myeloid diff 2 | Myeloid diff 2 GFP+ MAC1+ % | SIAH1 antagonists
CCN(CC)CCN(C(=O)c1ccc(S(=O)(=O)N(CC)c2ccccc2)cc1)c1nc2c(OC)ccc(OC)c2s1 | 0.7% | 4.0% | x | x | x | x | x | x | i | 0.4 | 14.7%
C=CCn1c(SCc2nc3sc(C(=O)O)c(C)c3c(=O)[nH]2)nnc1-c1ccc(F)cc1 | 0.4% | -8.4% | 8.7 | 12.2 | -1.3% | 1 | -6.0% | 0.1% | i | 0.1 | 6.8%
COc1ccc(-c2nc3c(n2O)CCCC3=O)cc1OC | 2.2% | 5.3% | 60.2* | 11.4* | 5.6% | 1.1 | 4.0% | -3.6% | i | 1.0 | -2.6%
COc1ccccc1OCCNc1cc(N2CCOCC2)ccc1[N+](=O)[O-] | 15.0% | 0.8% | -1.0 | -7.9 | 25.9% | 0.9 | 21.8% | -15.6% | i | 5.1 | -1.5%
C=C(C)CSc1nnc([C@H](CCSC)NC(=O)OC(C)(C)C)o1 | 2.2% | 3.6% | -4.0 | 7.9 | -11.7% | 1 | -7.1% | -4.6% | i | 0.7 | -1.8%
CCN1C(=O)CC(N2CCN(c3cccc(OC)c3)CC2)C1=O (stereo not given) | 0.9% | -12.2% | -0.1 | 0.7 | 14.8% | 1.1 | 9.1% | -3.8% | i | 0.1 | 2.4%
COc1ccc(Nc2nc(OC)nc(N3CCN(c4ccc(OC)cc4)CC3)n2)cc1 | x | 3.4% | 5.8 | -15.5 | 12.3% | 1.1 | 12.9% | -6.0% | i | 1.7 | 1.5%
Clc1cccc(Nc2c3c(nc4ncnn24)CCC3)c1 | 19.8% | -2.7% | 6.4 | 3.9 | 1.3% | 1.4 | 5.3% | -4.7% | i | 0.7 | -3.2%
Cc1ccc(-n2nnnc2SCC(=O)Nc2c(C)n(C)n(-c3ccccc3)c2=O)cc1 | 0.1% | -4.4% | 6.4 | 26.0 | -6.3% | 1.1 | -0.3% | -6.2% | i | 3.7 | -0.6%
NC(=S)N/N=C1\CCSc2ccc(Cl)cc21 | 4.6% | -10.7% | x | x | x | x | x | x | i | 0.6 | 1.2%
COC(=O)c1cc2occc2n1CC(=O)Nc1ccc(OC)c(OC)c1OC | 0.5% | -6.1% | 30.4 | 13.2 | -1.6% | 1.2 | 1.4% | -4.3% | i | 2.1 | -0.6%
CC(C)(C)NC(=O)C(c1ccc(F)cc1)N(Cc1ccco1)C(=O)c1csnn1 (stereo not given) | 1.4% | -3.6% | 11.6 | 23.2 | -1.8% | 1.1 | 1.8% | -5.0% | i | 0.5 | 0.2%

Compound activity (PubChem BioAssay)
